Source: PubChem BioAssay (National Center for Advancing Translational Sciences (NCATS))
AmpC det inh – blocks E. coli AmpC beta-lactamase in presence of detergent; AID 584; Potency, µM (highest dose often 28.7 µM), without a hit: at the highest dose activity change, negative = inhibition; purified AmpC, nitrocefin hydrolysis with detergent; hit rate 0.09% among 71,000; active = well fitted curve in the direction sought with a large enough effect
Target sequence (P00811 whole entry, looked up): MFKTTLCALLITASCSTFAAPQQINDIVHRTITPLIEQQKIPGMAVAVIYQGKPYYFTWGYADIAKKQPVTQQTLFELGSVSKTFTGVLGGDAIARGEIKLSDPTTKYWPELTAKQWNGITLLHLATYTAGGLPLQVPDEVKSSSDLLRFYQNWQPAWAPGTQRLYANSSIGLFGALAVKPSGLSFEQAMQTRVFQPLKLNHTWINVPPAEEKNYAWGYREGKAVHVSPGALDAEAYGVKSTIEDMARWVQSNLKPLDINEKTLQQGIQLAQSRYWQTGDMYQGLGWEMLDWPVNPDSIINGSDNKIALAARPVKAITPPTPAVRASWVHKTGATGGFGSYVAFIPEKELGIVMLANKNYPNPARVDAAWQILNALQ
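E. coli AmpC (5.3 nM) in 20 mM phosphate pH 7.0 with 0.01% Triton X-100, preincubated 15 min RT with compound; nitrocefin (2 uL of 800 uM stock) hydrolysis followed by 480 nm absorbance every 20 s over 4 min.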
* = called active by the depositor; [ ] = remark or other dose. % is scaled to controls: 0 for no effect and ±100 for the full control effect; potency is read from the fitted curve at half-maximal effect. An excerpt. The share of hits here may be higher or lower than overall.

Start of the listing, in advance, 33 compounds:
SMILES	AmpC det inh
Cc1cccc(N2CCN(C(=O)c3ccncc3)CC2)c1C	-1%
CC1CCC(C(=O)NC(C(=O)NCCCN2CCOCC2)C(C)C)CC1 (stereo not given)	3%
Oc1cc(O)c2c(c1)O[C@H](c1ccc(O)c(O)c1)[C@@H](O)C2	17%
O=C(NCc1ccccc1)c1c(F)c(F)c(F)c(F)c1F	-1%
O=C(CSc1ccccc1C(=O)O)Nc1cccc(C(=O)O)c1	-9%
CCOC(=O)c1nnn(-c2nonc2OC)c1-c1ccccc1	-3%
CCCc1[nH][nH]c(=O)c1C(c1cccc(Cl)c1)C(C#N)C#N (stereo not given)	7%
O=S(=O)(Nc1cnc2ccccc2c1)N1CCCCCC1	-2%
Cc1cc(C)c2c(n1)nn1c(-n3ccnc3)cc(C)nc21	-4%
O=C(O)c1cc(S(=O)(=O)Nc2ccc3oc(=O)sc3c2)ccc1O	-6%
CCOC(=O)N1CCC(N(C(=O)Nc2ccccc2)C(C)CC)CC1 (stereo not given)	2%
Cc1ccc(S(=O)(=O)N2CCN(c3nc4ccccc4nc3-n3nc(C)cc3C)CC2)cc1	-6%
Cc1ccc(SCC(=O)NCc2ccco2)cc1	-3%
O=C(Nc1ccccc1)N1CCC2(CC1)CCN(S(=O)(=O)c1ccccc1)CC2	0%
O=C(NCc1nnc(SCC(=O)N2CCN(c3ccccc3)CC2)o1)c1ccco1	-5%
N#C/C(=C\c1ccc(O)c(O)c1)S(=O)(=O)c1ccccc1	-7%
CCn1cc(C(=O)NCc2ccco2)c2cc(OC)c(OC)cc2c1=O	6%
COc1cc(CNc2ncn[nH]2)cc(Br)c1OC	-5%
CCOC(=O)C1CCN(C(=O)N2CCOCC2)CC1	0%
O=C(O)c1cc(N2C(=O)C3C4C=CC(C4)C3C2=O)ccc1NCc1cccnc1 (stereo not given)	0%
CCCCCCNc1c(C(=O)OCC)c(=O)[nH]c2ccccc12	-3%
COc1ccc(CNc2ccnc(-c3ccoc3)n2)c(OC)c1	10%
CCOC(=O)c1[nH]c2cc(OC)c(OC)cc2c1NC(=O)CN1CCN(C)CC1	2%
N=C(N)CCNC(=O)[C@@H]1CCC(N)=N1	-2%[5.75 µM]
C/C=C/Cn1c(SCc2ccc(C)cc2)nc2c1c(=O)[nH]c(=O)n2C	-5%
COc1cccc(NC(=O)CSc2nnc(C)s2)c1	-1%
Nc1nnc(SCc2ccc(F)cc2)s1	-2%
Cn1c(=O)c2c(nc(CN3CCN(c4cccc(Cl)c4)CC3)n2CCc2ccccc2)n(C)c1=O	-6%
CCOC(=O)c1c(OCC)[nH]c2c1cc(O)c1ccccc12	3%
COC(=O)c1cc(OC)c(OC)cc1NC(=O)c1ccccc1	-1%
Cc1cc(C)c(C)c(S(=O)(=O)Nc2ccc(O)cc2)c1C	-2%
COc1ccc(C(O)CNc2ccc(C)cc2)cc1 (stereo not given)	0%
NCCc1nnc(SCc2ccc(F)cc2)o1	12%

This part in full, repeating the preview:
SMILES	AmpC det inh
Cc1cccc(N2CCN(C(=O)c3ccncc3)CC2)c1C	-1%
CC1CCC(C(=O)NC(C(=O)NCCCN2CCOCC2)C(C)C)CC1 (stereo not given)	3%
Oc1cc(O)c2c(c1)O[C@H](c1ccc(O)c(O)c1)[C@@H](O)C2	17%
O=C(NCc1ccccc1)c1c(F)c(F)c(F)c(F)c1F	-1%
O=C(CSc1ccccc1C(=O)O)Nc1cccc(C(=O)O)c1	-9%
CCOC(=O)c1nnn(-c2nonc2OC)c1-c1ccccc1	-3%
CCCc1[nH][nH]c(=O)c1C(c1cccc(Cl)c1)C(C#N)C#N (stereo not given)	7%
O=S(=O)(Nc1cnc2ccccc2c1)N1CCCCCC1	-2%
Cc1cc(C)c2c(n1)nn1c(-n3ccnc3)cc(C)nc21	-4%
O=C(O)c1cc(S(=O)(=O)Nc2ccc3oc(=O)sc3c2)ccc1O	-6%
CCOC(=O)N1CCC(N(C(=O)Nc2ccccc2)C(C)CC)CC1 (stereo not given)	2%
Cc1ccc(S(=O)(=O)N2CCN(c3nc4ccccc4nc3-n3nc(C)cc3C)CC2)cc1	-6%
Cc1ccc(SCC(=O)NCc2ccco2)cc1	-3%
O=C(Nc1ccccc1)N1CCC2(CC1)CCN(S(=O)(=O)c1ccccc1)CC2	0%
O=C(NCc1nnc(SCC(=O)N2CCN(c3ccccc3)CC2)o1)c1ccco1	-5%
N#C/C(=C\c1ccc(O)c(O)c1)S(=O)(=O)c1ccccc1	-7%
CCn1cc(C(=O)NCc2ccco2)c2cc(OC)c(OC)cc2c1=O	6%
COc1cc(CNc2ncn[nH]2)cc(Br)c1OC	-5%
CCOC(=O)C1CCN(C(=O)N2CCOCC2)CC1	0%
O=C(O)c1cc(N2C(=O)C3C4C=CC(C4)C3C2=O)ccc1NCc1cccnc1 (stereo not given)	0%
CCCCCCNc1c(C(=O)OCC)c(=O)[nH]c2ccccc12	-3%
COc1ccc(CNc2ccnc(-c3ccoc3)n2)c(OC)c1	10%
CCOC(=O)c1[nH]c2cc(OC)c(OC)cc2c1NC(=O)CN1CCN(C)CC1	2%
N=C(N)CCNC(=O)[C@@H]1CCC(N)=N1	-2%[5.75 µM]
C/C=C/Cn1c(SCc2ccc(C)cc2)nc2c1c(=O)[nH]c(=O)n2C	-5%
COc1cccc(NC(=O)CSc2nnc(C)s2)c1	-1%
Nc1nnc(SCc2ccc(F)cc2)s1	-2%
Cn1c(=O)c2c(nc(CN3CCN(c4cccc(Cl)c4)CC3)n2CCc2ccccc2)n(C)c1=O	-6%
CCOC(=O)c1c(OCC)[nH]c2c1cc(O)c1ccccc12	3%
COC(=O)c1cc(OC)c(OC)cc1NC(=O)c1ccccc1	-1%
Cc1cc(C)c(C)c(S(=O)(=O)Nc2ccc(O)cc2)c1C	-2%
COc1ccc(C(O)CNc2ccc(C)cc2)cc1 (stereo not given)	0%
NCCc1nnc(SCc2ccc(F)cc2)o1	12%
C[C@@H](CNC(N)=O)NC(N)=O	-3%[5.75 µM]
Cc1cc(NC(=O)Cc2cn3ccsc3n2)n(-c2ccccc2)n1	-4%
CCc1nnc(NC(=O)CCN2C(=O)c3ccccc3S2(=O)=O)s1	-2%
CCNc1ncc2nc(-c3ccccc3)c(=O)n(C3CC3)c2n1	-2%
CCOc1ccccc1NC(=O)c1ccccc1-c1nc(-c2ccccc2OC)no1	-3%
Cc1cc(C(=O)N[C@@H](c2ccccc2)[C@]2(C)C[C@H]2[C@@H](C)C(=O)Nc2ccc3ccccc3c2)n(C)n1	-3%
CC(C)NC[C@@H](O)COc1ccc(CCOCC2CC2)cc1	-3%
CN1CCC(N(C)C(=O)COc2ccccc2-c2ccccc2)CC1	-3%
CC(C)(C)N1C(=O)c2ccc(C(=O)NCc3ccco3)cc2C1=O	-3%
CN(C)c1nc(N)nc(CSc2nnnn2-c2cccc3ccccc23)n1	-2%
CC1Cc2ccccc2N1C(=O)COC(=O)Cn1cnc2ccccc2c1=O (stereo not given)	-1%
CC(=O)c1ccc(NC(=O)CCC(=O)OCC(F)(F)C(F)F)cc1	5%
COC(=O)Cc1c(C)c2cc(Cl)c(OC(=O)c3ccco3)cc2oc1=O	-4%
NCCN	10%
O=C(CSc1nc2ccccc2[nH]1)c1ccco1	-3%
Cc1ccnc(NS(=O)(=O)c2ccc(NS(=O)(=O)c3cccs3)cc2)n1	-1%
COC(=O)c1[nH]c2cccc(OC)c2c1NC(=O)CN1CC2(C)CC1CC(C)(C)C2 (stereo not given)	12%
CC(C)(C)NC(=O)c1ccc2c(c1)N(CC(=O)N1CCN(c3ccccc3F)CC1)C(=O)C(C)(C)O2	13%
COc1cc(Cl)c(S(=O)(=O)N2CCN(Cc3ccc4c(c3)OCO4)CC2)cc1Cl	11%
OCCn1c(CSc2nnc(-c3ccco3)n2-c2ccccc2)nc2ccc(Cl)cc21	-1%
CCOc1nc(-c2ccc(OC)cc2)ccc1-c1noc(-c2cc(OC)c(OC)c(OC)c2)n1	-3%
Cc1cc(S(=O)(=O)NCCN(C)C)c(C)s1	-1%
N=C(N)[C@H](N=Nc1ccccc1)C(N)=O	-3%[5.75 µM]
Cc1cc(NO)nc(-c2ccc(Br)cc2)n1	6%
CC(C)(Oc1ccc(Cl)cc1)C(=O)NCCCn1ccnc1	-2%
C=CCNC(=O)c1cccc(Br)c1	5%
O=C(COc1ccc(S(=O)(=O)N2CCCC2)cc1Cl)Nc1ccc2c(c1)OCO2	8%
Further records
SMILES	AmpC det inh
CN(C)c1ccc(-c2nn3c(C4CCCCC4)nnc3s2)cc1	-2%
CCOc1ccc(C(=O)NCCC(=O)NCCCC(=O)O)cc1	6%
COc1ccc(CC2c3cc(OC)c(OC)cc3CCN2C)cc1OC (stereo not given)	-4%
O=c1c(CCc2ccccc2)nc2cnc(Oc3cccc(Cl)c3)nc2n1C[C@H]1CCCO1	-1%
O=c1c2cnn(-c3ccccc3)c2ncn1Cc1ccccn1	-1%
CCOC(=O)Cc1csc(NC(=O)C2CCCCC2C(=O)O)n1 (stereo not given)	12%
Cc1[nH]c2ccccc2c1SCCNC(=O)c1ccc(Br)o1	10%
COc1cc2nc(N(C)CCCNC(=O)[C@@H]3CCCO3)nc(N)c2cc1OC	4%[12.8 µM]
Cc1cccc(C)c1NC1=NCCCCS1	-2%
Cc1cc(C)c2nc(N3CCN(C)CC3)c(C#N)cc2c1	-2%
COc1ccc(-n2c(=O)c(-c3ccccc3)nc3cnc(N4CCN(C)CC4)nc32)cc1	-2%
CC(=O)Nc1ccc(NC(=O)c2c(C)nc3ccccn23)cc1	9%
CCOC(=O)N1CCN(S(=O)(=O)c2cccs2)CC1	-5%
COc1ccc(S(=O)(=O)N2CCCC(C(=O)Nc3ccc(OC)c(OC)c3)C2)cc1 (stereo not given)	-1%
COCC(=O)N(Cc1nc2ccccc2c(=O)[nH]1)Cc1cccs1	8%
N#Cc1cccc(NC(=O)N2CCCC3(CCN(C(=O)c4csnn4)CC3)C2)c1	-4%
CCN(CC)c1ccc(NC(=O)c2[nH]c(C)c(C(C)=O)c2C)c(C)c1	9%
CCOc1ccc(-n2c(SCc3ccc(C(=O)OC)o3)nc3c(c2=O)SCC3)cc1	0%
O=C(OCn1nnc2ccccc2c1=O)C1CCN(S(=O)(=O)c2cccs2)CC1	-9%
CCCC(c1nnnn1CCC(C)C)N1CCC(C(N)=O)CC1 (stereo not given)	0%
CCC(=O)N1CCc2cc(S(=O)(=O)NCCCOC)ccc21	-4%
Cc1ccc(S(=O)(=O)c2c(N)n(CCN3CCOCC3)c3nc4ccccc4nc23)cc1C	-4%
Cc1cccc(NCc2nc(SCC(N)=O)n[nH]2)c1	4%
COc1ccc(-c2cn3c(C)c(C(=O)Nc4cccc(C)n4)sc3n2)cc1	-9%

Among those listed so far, 2 contain a tert-butyl group:
SMILES	AmpC det inh
CC(C)(C)N1C(=O)c2ccc(C(=O)NCc3ccco3)cc2C1=O	-3%
CC(C)(C)NC(=O)c1ccc2c(c1)N(CC(=O)N1CCN(c3ccccc3F)CC1)C(=O)C(C)(C)O2	13%

New compounds follow:
SMILES	AmpC det inh
O=C(O)CCCCCn1c(SCC(=O)N2CCCC2)nc2ccsc2c1=O	7%
COc1ccc(C2=NOC(C(=O)Nc3c(C)n(C)n(-c4ccccc4)c3=O)C2)cc1OC (stereo not given)	11%
CC(=O)Nc1ccc(N/C=C/C(=O)c2ccco2)cc1	-5%
COC(=O)c1ccc(C)c(NS(=O)(=O)c2ccc(OC)cc2)c1	-3%
CC1(CCc2ccccc2)NC(=O)N(Cc2nnc(-c3ccccc3Br)o2)C1=O (stereo not given)	-2%
Cn1c(=O)c2c(nc(CN3CCN(C(=O)c4ccco4)CC3)n2CCCc2ccccc2)n(C)c1=O	7%
CC(=O)N1CCC2(CC1)C(C#N)=C(N)Oc1n[nH]c(C)c12	4%
O=C1CCc2cc(S(=O)(=O)N3CCC(C(=O)NCCC4=CCCCC4)CC3)ccc2N1	16%
COCCOC(=O)C1=C(C)OC(N)=C(C(=O)OC)C12C(=O)Nc1ccccc12 (stereo not given)	30%
COCc1nc2ccccc2n1CCOc1ccccc1OC	-1%
COc1cc(C(=O)NCCC(=O)NCCCN2CCCCC2)cc(OC)c1OC	0%
CN(c1ccccc1C(=O)O)S(=O)(=O)c1ccc2c3c(cccc13)C(=O)N2	-6%
O=C(NCCCN1CCC(Cc2ccccc2)CC1)C1CCN(S(=O)(=O)N2CCOCC2)CC1	-2%
CN1CCN(CC#CC(C)(O)C2CC3C=CC2C3)CC1 (stereo not given)	-2%
CCOC(=O)c1cccc(NC(=O)CSc2nnc(CNc3ccc(C)cc3)n2CC)c1	17%
O=C(CCCN1C(=O)c2ccccc2C1=O)NCCC1=CCCCC1	-3%
CS(=O)(=O)Nc1cccc(-c2ccc3ncnc(N4CCOCC4)c3c2)c1	-2%
Nc1nsc2ccccc12	0%
COc1ccc(N2CCN(c3oc(COc4ccccc4)nc3C#N)CC2)cc1	-2%
CSc1nc(C)cc(-n2cc(F)c(=O)[nH]c2=O)n1	-3%
CN(C(=O)c1cnccn1)c1nnc(-c2cnccn2)s1	9%
COC(=O)C1CCN(C(=O)c2cc(OC)c(OC)c(OC)c2)CC1	19%
Cc1sc2nc(CN3CCCC3)nc(N3CCN(S(=O)(=O)c4cccs4)CC3)c2c1C	1%
COc1cccc(-c2nc(NCCNC(C)=O)c3ccccc3n2)c1	10%
COc1ccc(C)cc1-n1c(SCC(=O)Nc2cc(C)on2)nc2sc(C)c(C)c2c1=O	11%
